CatG inh: inhibitors of human cathepsin G; P08311; purified enzyme, AMC-tetrapeptide fluorescence, pooled mixtures; inhibition, % at 5 µM (by protocol); hit rate 0.2% among 62,000; AID 581;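 active = inhibition above 20% in each of the two mixture wells holding the compound; inactive = inhibition of 20% or less in either well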;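 also: 0% = enzyme control without mixture and 100% = blank lacking enzyme; strong numbers were not always called active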
Target sequence (P08311 21-244 limits assumed): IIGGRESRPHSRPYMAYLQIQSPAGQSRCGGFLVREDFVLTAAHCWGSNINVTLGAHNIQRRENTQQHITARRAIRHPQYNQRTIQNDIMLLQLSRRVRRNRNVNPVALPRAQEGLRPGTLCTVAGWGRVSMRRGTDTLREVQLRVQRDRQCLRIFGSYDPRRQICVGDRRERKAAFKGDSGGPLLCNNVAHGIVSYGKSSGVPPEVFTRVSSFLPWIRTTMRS
CatB mix inh: inhibitors of human cathepsin B in compound mixtures. P07858. inhibition, %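 (ten-compound pools at 5 µM per compound and 50 µM total)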. hit rate 0.06% among 62,000. Purified cathepsin B, AMC dipeptide fluorescence; in the data active = inhibition above about 22%, passing the limit was not always enough;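 also: 0% = enzyme without compound and 100% = no enzyme blank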
C1s inh: blocks human complement C1s protease activity; P09871; mean inhibition % of two 10-compound mixtures (stronger effect = higher value), % at 5 µM (by protocol); AID 538; hit rate 0.16% among 62,000; purified C1s, fluorogenic AMC substrate, pooled mixtures;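 active = inhibition above 20% in each of the two 10-compound mixture wells holding the compound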;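 also: 0% = enzyme wells lacking compound mixture and 100% = no-enzyme blank wells; some compounds called inactive have numbers as strong as hits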
CatL block: inhibitors of human cathepsin L. hit rate 0.17% among 58,000. purified cathepsin L, fluorogenic substrate, fluorescence. P07711. inhibition, %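 (tested at 10 µM)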; in the data active = inhibition above about 45%;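 also: 0% = enzyme with no compound and 100% = no enzyme blank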
CatS inh: human cathepsin S inhibition; P25774; recombinant cathepsin S, AMC dipeptide fluorescence, pooled mixtures; inhibition, %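 (tested at 5 µM per compound within 10-compound mixtures)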; hit rate 0.06% among 62,000; AID 501; in the data active = inhibition above about 32%, passing the limit was not always enough;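 also: 0% = enzyme without compound and 100% = blank without enzyme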
Target sequence (P25774 115-331 limits assumed): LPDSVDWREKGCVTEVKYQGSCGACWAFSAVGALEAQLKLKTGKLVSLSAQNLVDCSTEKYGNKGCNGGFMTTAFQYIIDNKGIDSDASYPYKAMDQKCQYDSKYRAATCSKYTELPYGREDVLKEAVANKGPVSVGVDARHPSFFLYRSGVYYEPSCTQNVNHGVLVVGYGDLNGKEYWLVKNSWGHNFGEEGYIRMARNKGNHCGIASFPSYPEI
FXIa mix inh: factor XIa (human) inhibition, mixture screen; P03951; hit rate 0.19% among 62,000; inhibition, % at 5 µM; purified FXIa, fluorogenic substrate, pooled mixtures;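 also: each value is inhibition by a whole ten-compound pool holding the compound; 0% = enzyme with no mixture and 100% = wells lacking enzyme; strong numbers were not always called active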
FXIIa inh mix: factor XIIa (human) inhibition, mixture screen | hit rate 0.2% among 62,000 | AID 684 | purified FXIIa, fluorogenic substrate, pooled mixtures | inhibition, % at 5 µM;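 also: 0% = enzyme without compound and 100% = no enzyme blank; some results filed as inactive read as strong as hits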
Target sequence (P00748 20-372 limits assumed): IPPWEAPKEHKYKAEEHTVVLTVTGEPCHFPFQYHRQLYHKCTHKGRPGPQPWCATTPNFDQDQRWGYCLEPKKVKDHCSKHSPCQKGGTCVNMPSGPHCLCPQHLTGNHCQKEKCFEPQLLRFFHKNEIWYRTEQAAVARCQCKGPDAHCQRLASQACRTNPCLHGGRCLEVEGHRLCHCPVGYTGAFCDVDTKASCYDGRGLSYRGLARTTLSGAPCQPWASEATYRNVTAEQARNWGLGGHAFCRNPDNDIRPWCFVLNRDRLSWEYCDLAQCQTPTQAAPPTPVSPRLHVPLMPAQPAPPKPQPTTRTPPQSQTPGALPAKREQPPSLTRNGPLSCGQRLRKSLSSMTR
Target sequence (P00748 373-615 limits assumed): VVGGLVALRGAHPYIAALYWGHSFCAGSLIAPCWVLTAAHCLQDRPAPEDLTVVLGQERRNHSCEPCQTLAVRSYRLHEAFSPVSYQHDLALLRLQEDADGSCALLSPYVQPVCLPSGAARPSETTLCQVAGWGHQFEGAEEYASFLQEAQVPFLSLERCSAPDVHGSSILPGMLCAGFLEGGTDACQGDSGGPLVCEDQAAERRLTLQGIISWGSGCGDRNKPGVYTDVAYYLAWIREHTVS
AP ELISA ortho: alternative pathway complement inhibition, orthogonal assay | hit rate 0.08% among 62,000 | AID 1235 | inhibition, % at 5 µM | Human serum alternative complement pathway, LPS-coated ELISA, C3 deposition; tested in compound mixtures;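 active = inhibition above 30% in each of the two pooled mixtures holding the compound, so the lower value exceeds 30%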;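 also: 0% = serum in Mg-EGTA without compound and 100% = EDTA serum blank; some compounds past the cut are filed as inactive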
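Assay system: Human serum alternative complement pathway, C3 deposition on LPS-coated wells | Incubation: 1 h serum-compound exposure at 37 °C | Doses: 5 µM per compound in ten-compound mixtures | Read-out: Percent inhibition | Technique: ELISA with HRP anti-human C3 antibody, TMB substrate, absorbance 450 nm | Replication: Two pool placements per compound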
CatB inh: blocks human cathepsin B protease activity; hit rate 0.1% among 63,000; inhibition, %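 (tested at 10 µM)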; purified cathepsin B, fluorogenic substrate, fluorescence; AID 453; in the data active = inhibition above about 21%;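 also: 0% = enzyme with no compound and 100% = no enzyme blank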
Active calls of the source: *; / = no result given. Rule as the data show it, unless noted: active = inhibition above about 20% (passing the limit was not always enough); inactive = the rest. This is a subset, so the mix of outcomes need not match the whole.

SMILES	CatG inh	CatB mix inh	C1s inh	CatL block	CatS inh	FXIa mix inh	FXIIa inh mix	AP ELISA ortho	CatB inh
CCOC(=O)C1=C(C)NC(C)=C(C(=O)OCC)C1c1nc2ccccc2[nH]1	-7	1	-4	-2	-7	3	-6	-3	0
C[C@@H]1C[C@H]2[C@@H]3CCC4=CC(=O)C=C[C@]4(C)[C@@]3(F)[C@@H](O)C[C@]2(C)[C@H]1C(=O)CO	-9	2	-10	13	7	8	-2	-5	0
CCn1nc(C(=O)N2CCN(Cc3ccc4c(c3)OCO4)CC2)c2ccccc2c1=O	3	-1	0	20	4	5	3	1	-3
COc1ccc(CNc2nc3c(c(=O)[nH]c(=O)n3C)n2Cc2ccccc2C)cc1	8	8	6	1	-2	2	-4	18	3
Cn1c(COc2ccc3ccccc3c2)nnc1SCC(N)=O	-2	-1	-2	11	9	9	9	12	3
Cc1ccnc(N2CCC(C(=O)Nc3nnc(C)s3)CC2)n1	1	4	1	-4	0	2	7	9	-4
Cc1cc(C)nc(SCc2nc3ccccc3n2C)n1	4	1	3	11	3	9	0	13	2
Cn1ccnc1Sc1nc2c(c(=O)n(C)c(=O)n2C)n1C	3	9	5	14	19	7	5	6	0
O=C(NC1CC1)c1scc2c1OCCO2	-5	-9	-28	9	1	-5	4	3	2
COc1ccc(F)cc1S(=O)(=O)Nc1ccc2c(c1)OCCO2	6	0	14	1	-4	6	3	7	4
COc1ccc(C(=O)/C=C(\N)C(F)(F)F)c(O)c1	20	0	-4	7	4	1	8	25	3
COc1ccccc1-n1c(CNC(=O)COc2ccccc2)n[nH]c1=S	-6	3	-16	6	11	3	9	-14	5
COc1cccc(NS(=O)(=O)c2ccc3[nH]cc(C(=O)NCCC(C)C)c(=O)c3c2)c1	12	5	26	-1	-1	4	15	18	4
CCOC(=O)c1cnn(-c2ncnc3c2cnn3Cc2ccccc2)c1N	13	3	9	6	1	8	8	6	4
COc1ccc(C(=O)N2CCCC(c3nc(-c4ccc(OC)c(OC)c4)no3)C2)c(OC)c1 (centres undefined)	12	3	14	-8	-1	4	15	1	-1
COc1cc(OC)cc(C(=O)NCC2CCCO2)c1 (centres undefined)	-5	-8	-138	5	-4	23	2	-3	5
COC(=O)CC1C(=O)NCCN1C(=O)Nc1ccccc1 (centres undefined)	0	6	-8	-2	20	5	-1	6	-1
Cc1cc2nc(C)c(Cc3ccccc3)c(=O)n2[nH]1	-3	-1	-2	/	-7	7	-21	11	-3
COCc1cc(C)nc(Nc2ccc(C)cc2C)c1C#N	-2	2	-34	-28	-11	-3	2	15	4
O=C(C1CCN(Cc2ccc(OCc3ccccc3)cc2)CC1)N1CCCC1	7	1	-2	-2	-4	0	1	4	3
CC12C(=O)N(c3nccs3)C(=O)C1C1C=CC2C1 (centres undefined)	0	-4	-97	21	-3	-11	-1	10	1
O=C(CN1CCCN(Cc2ccc(F)cc2Cl)C1=O)NCc1ccccc1	11	4	17	-1	-4	4	21	17	-2
O=C(Nc1ccon1)c1csc2ccccc12	9	2	4	3	-1	4	6	-1	1
COC(=O)c1ccc(CSc2nnnn2C)o1	11	7	6	7	-7	4	7	3	3
COc1ccc(NC(=O)CSc2nc(C)cc(C(F)(F)F)n2)cc1	12	4	20	20	6	4	0	0	11
COc1ccc2c(=O)cc(C(F)(F)C(F)(F)F)oc2c1	8	2	-32	3	-4	-7	5	5	6
CCOC(=O)c1cc(-c2cc3ccccc3o2)n[nH]1	5	2	12	8	-3	4	6	12	-1
COc1ccc(-c2nnc3sc(C4CCCCC4)nn23)cc1OC	7	1	12	-9	-4	4	2	9	-1
COc1cccc(C2CC(c3cccc(Br)c3)n3ncnc3N2)c1 (centres undefined)	-2	2	1	-15	-10	9	5	14	-5
CC1CCN(CCCNC(=O)c2n[nH]c(=O)c3ccccc23)CC1	2	-2	6	11	3	-1	2	5	6
C/C=C/Cn1c(SCc2ccc(C)cc2)nc2c1c(=O)[nH]c(=O)n2C	0	-2	1	0	14	3	10	11	1
CCN(C(=O)COc1ncnc2scc(-c3ccc(F)cc3)c12)C1CCS(=O)(=O)C1 (centres undefined)	48	0	-6	1	3	14	3	6	0
COc1ccc(C2CC(=O)C(C=NCCN3CCNCC3)=C(O)C2)cc1OC (centres undefined)	-1	0	1	1	-3	7	6	1	0
Cc1ccc(NC(=O)CC2Nc3ccccc3NC2=O)cc1Cl (centres undefined)	-6	1	-13	-4	-6	2	10	6	6
O=C1c2ccccc2C(=O)N1CCCCn1c(=O)oc2ccccc21	3	1	1	5	7	8	0	5	-4
O=C(NC1CCCC1)c1sc(=S)n2c1[nH]c(=O)c1ccccc12	1	2	1	3	7	2	4	8	-2
O=C1CN(C(=O)c2ccc(Br)o2)C(c2ccccc2)c2cc(Cl)ccc2N1 (centres undefined)	-1	0	-2	/	6	8	-5	14	2
COc1ccc2cc(CN(Cc3ccco3)C(c3nnnn3C3CCCCC3)C(C)C)c(=O)[nH]c2c1 (centres undefined)	-13	2	-16	-15	13	0	6	-8	0
c1ccc(Cn2nnnc2C(c2cccs2)N2CCSCC2)cc1 (centres undefined)	-2	0	-6	-2	11	1	-2	-6	8
O=C(NC1CCS(=O)(=O)C1)c1cnccn1 (centres undefined)	-2	-5	-29	-12	-10	-6	-21	15	-3
CCOc1ccc(-c2[nH]nc3c2C(c2cccnc2)C(C#N)=C(N)O3)cc1 (centres undefined)	7	8	15	9	-3	14	5	6	1
C=CCOC(=O)C1=C(C)OC(N)=C(C#N)C1c1ccccc1F (centres undefined)	-1	3	-26	5	2	3	8	13	-5
COc1cc(C(=O)Nc2ccc(S(=O)(=O)Nc3onc(C)c3C)cc2)cc(OC)c1OC	10	2	-11	7	1	2	12	6	4
O=C(CNC(=O)C12CC3CC(CC(C3)C1)C2)NC1=NCCS1	-5	-1	-23	-1	-2	7	1	7	3
CCCCCCOC(=O)C(C#N)c1nc2ccccc2nc1N1CCOCC1 (centres undefined)	5	4	16	17	3	3	10	2	1
Cn1ccnc1SCC(=O)Nc1sccc1C#N	12	0	15	20	9	5	4	-3	2
COc1cc(Br)cc(CN2CCN(C=O)CC2)c1O	11	4	17	2	6	4	4	12	-3
COc1cccc(C(=O)Cn2c(N3CCCCC3)nc3c2c(=O)n(C)c(=O)n3C)c1	-1	-5	-8	4	0	7	5	13	-2
Cc1cc(-c2ccco2)n(CC(=O)O)n1	-3	-2	-4	16	16	34	31	-7	4
Cc1ccc2c(c1)nnn2C1CCN(S(=O)(=O)c2ccc(C(=O)N(C)C)cc2)CC1	0	-3	-4	/	9	-1	2	-2	-4
COc1cc(OC)c(C(=O)Nc2ncn[nH]2)cc1OC	3	-3	1	0	-8	2	11	10	-5
CCOc1ccc2ccccc2c1C(=O)N1CCN(c2ccccc2)CC1	6	2	5	9	-4	3	1	3	4
O=C(CSc1ccccc1)NCc1cccnc1	3	-4	1	10	8	9	-2	4	-6
Cc1cc(C)c(C(=O)CC2(O)C(=O)Nc3ccccc32)cc1C (centres undefined)	7	1	-3	-9	-5	3	7	9	-1
CCOC(=O)N1CCN(c2cc(C)nc3nc(C)nn23)CC1	11	6	-3	/	2	4	-18	15	2
COc1ccc(C(=O)O)cc1F	0	-1	2	9	2	-3	1	2	-3
O=C(CSc1nnc(-c2ccncc2)n1Cc1ccco1)OC1CCCCC1	2	2	5	1	5	10	12	4	2
O=C1CC(CCC(=O)NC2CC2)c2ccccc2N1 (centres undefined)	-1	7	0	3	5	12	4	33	-2
COc1ccc(-c2coc3c(CN4CCCCC4)c(O)c(CN4CCCCC4)c(O)c3c2=O)cc1	-2	-2	-13	-1	-10	-4	5	3	5
O=C(CSc1ncn[nH]1)c1ccc2c(c1)OCO2	-33	-4	-55	-2	-28	-41	-1	-8	7
Going on with the list.
SMILES	CatG inh	CatB mix inh	C1s inh	CatL block	CatS inh	FXIa mix inh	FXIIa inh mix	AP ELISA ortho	CatB inh
C=CCn1c(SCC(=O)Nc2cc(C)ccc2C)nnc1-c1cnccn1	-1	-3	0	-5	1	9	6	8	2
CCOc1ccc(N(CC(=O)Nc2ccc(F)c(F)c2)S(=O)(=O)c2c(C)noc2C)cc1	5	5	-13	12	15	1	15	-2	-1
CCOC(=O)CSc1nccc(N(C)C)c1C#N	-6	2	-3	7	14	1	7	-9	5
Clc1ccc(OCCN2CCN(c3ncnc4sccc34)CC2)cc1	14	7	21	3	-2	18	4	11	4
Nc1ccc2oc(-c3cccs3)nc2c1	10	4	0	-1	2	3	9	20	2
CCCCCNC(=O)c1ccc2c(=O)n(CC3CCCO3)c(=O)[nH]c2c1 (centres undefined)	-1	-1	-6	2	0	3	8	1	-1
Cc1cc(C)nc(N2CCCC(C(=O)NC(C)CCc3ccco3)C2)n1 (centres undefined)	9	-2	-7	-2	-3	1	1	-1	1
Cc1ccc(C(=O)Nc2nc3ccccc3s2)s1	-4	1	-13	-10	2	1	0	12	0
COC(=O)c1ccc(-c2nc3ccccc3o2)cc1	1	-5	-4	-50	-13	8	-13	14	-4
COc1cccc(C2NC(=O)NC(C)=C2C(=O)Nc2ccc(C)cc2)c1OC (centres undefined)	14	-1	5	-7	-9	10	4	13	2
COCCCN1C(=O)c2[nH]nc(-c3cc(C)cc(C)c3O)c2C1c1ccc(O)c(OC)c1 (centres undefined)	-12	-1	27	-4	-7	0	3	-7	2
CCOC(=O)N1CCC(NC(=O)CCc2nc(-c3ccccc3F)no2)CC1	2	-2	6	24	4	0	8	2	-5
Cc1ccc(CCNC(=O)NC(C)(C)C)cc1	1	-2	-8	30	7	5	1	-3	-2
COc1cccc(C2CC(=O)N3CN(c4ccccc4F)CSC3=C2C#N)c1 (centres undefined)	-1	1	-10	13	-5	10	8	3	2
CCOC(=O)CN1C(=O)C(C)(C)Oc2ccc(C(=O)NC(C)(C)CC)cc21	-4	6	-2	8	-3	7	3	16	1
CCc1nnc(NC(=O)c2cccs2)s1	-4	3	-3	7	15	6	15	7	3
COc1ccc(-c2nnc(SCc3cc(C)cc(C)c3)o2)cc1	7	-3	-19	9	-6	-6	7	12	2
O=C(c1ccc(N2C(=O)CCC2=O)cc1)N1CCOCC1	8	-2	12	4	-4	12	3	8	4
O=C(CN1C(=O)c2ccccc2C1=O)Nc1cccc2cccnc12	0	12	0	/	-5	7	3	8	-8
COc1ccc2cc(CN(CCc3ccccc3)Cc3nnnn3Cc3ccco3)c(=O)[nH]c2c1	1	6	2	5	1	8	-40	14	-3
COc1cc(Cn2cnnn2)ccc1O	12	4	18	-6	-10	6	8	23	-2
CCN(CC)S(=O)(=O)c1ccc(Cl)c(C(=O)Nc2nncs2)c1	22	-3	-23	2	15	13	5	6	-1

Five of these compounds, set out differently:
CatG inh,CatB mix inh,C1s inh,CatL block,CatS inh,FXIa mix inh,FXIIa inh mix,AP ELISA ortho,CatB inh,Molecule
9,-2,-7,-2,-3,1,1,-1,1,Cc1cc(C)nc(N2CCCC(C(=O)NC(C)CCc3ccco3)C2)n1 (centres undefined)
2,-2,6,24,4,0,8,2,-5,CCOC(=O)N1CCC(NC(=O)CCc2nc(-c3ccccc3F)no2)CC1
1,-2,-8,30,7,5,1,-3,-2,Cc1ccc(CCNC(=O)NC(C)(C)C)cc1
-4,6,-2,8,-3,7,3,16,1,CCOC(=O)CN1C(=O)C(C)(C)Oc2ccc(C(=O)NC(C)(C)CC)cc21
-1,-3,0,-5,1,9,6,8,2,C=CCn1c(SCC(=O)Nc2cc(C)ccc2C)nnc1-c1cnccn1

High-throughput results deposited in PubChem BioAssay by PCMD.
